High-throughput results from PubChem.
PGK inhibitor – T. brucei PGK inhibition; P07378; PGK/GAPDH coupled, Kinase-Glo luminescence, 60 min; Potency, µM (series often up to 57.5 µM), for inactives: at the top dose activity change, negative = inhibition, hits mostly inhibitors; 380,000 tested, 0.043% active; note: % is set by controls: 0 for no effect and ±100 for the full control effect; nearly all actives have a fitted effect of over 60% in size
Target sequence (P07378 whole entry, looked up): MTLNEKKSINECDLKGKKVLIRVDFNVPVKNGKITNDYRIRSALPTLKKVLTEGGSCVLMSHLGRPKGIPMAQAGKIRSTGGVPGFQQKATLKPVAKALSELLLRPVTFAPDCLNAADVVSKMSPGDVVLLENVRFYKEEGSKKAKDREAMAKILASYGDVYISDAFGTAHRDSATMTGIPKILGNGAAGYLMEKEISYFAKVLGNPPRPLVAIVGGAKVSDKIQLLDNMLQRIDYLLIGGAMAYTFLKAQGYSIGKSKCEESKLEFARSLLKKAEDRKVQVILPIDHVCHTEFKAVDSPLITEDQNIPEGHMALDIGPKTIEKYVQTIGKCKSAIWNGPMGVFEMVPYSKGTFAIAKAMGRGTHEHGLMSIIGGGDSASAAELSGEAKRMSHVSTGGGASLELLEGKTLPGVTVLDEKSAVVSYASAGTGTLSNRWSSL
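Recombinant glycosomal PGK reaction used 1,3-bisphosphoglycerate generated in-well by GAPDH (100nM final) in 100mM TEA pH 7.6, 5mM MgCl2, 0.01% Tween-20. After 60 minutes at room temperature, ATP was read by Kinase-Glo Plus luminescence end-point.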
Pin1 inh – inhibitors of human Pin1; Pin1 FP peptide displacement, HiFluor488, 10 min; Potency, µM (top dose mostly 115 µM), for the others: at the highest dose activity, negative = inhibition, most hits filed as inhibitors; Q13526; 390,000 tested, 0.009% active; active = well fitted inhibition curve with a large enough effect in the polarisation, with a control signal flat, not every such curve was filed as active; inconclusive = small, poorly fitted or top-dose-only effect, or effect the other way, or a change in a side signal; inactive = no such curve, though single readings can be large or run the other way; the % refers to the polarisation; note: % is set by controls: 0 for no effect and ±100 for the full control effect
ERG-DNA inh – inhibitors of human ERG Ets domain-DNA interaction | P11308 | fluorescence polarization, His-ERG Ets domain / labelled DNA | Potency, µM (series often up to 76.9 µM), without a hit: at the highest dose FP activity, negative = inhibition, actives largely listed as inhibitors | 370,000 tested, 0.028% active | AID 624246; active = well fitted inhibition curve with a large enough effect in the polarisation, with a control signal flat; inconclusive = small, poorly fitted or top-dose-only effect, or effect the other way, or a change in a side signal; inactive = no such curve, though single readings can be large or run the other way; the % refers to the polarisation;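 note: polarization taken with two DNA probes labelled with fluorescein and Texas red; % of control where 0% means no effect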
Target sequence (P11308 whole entry, looked up, the tested form may be a part): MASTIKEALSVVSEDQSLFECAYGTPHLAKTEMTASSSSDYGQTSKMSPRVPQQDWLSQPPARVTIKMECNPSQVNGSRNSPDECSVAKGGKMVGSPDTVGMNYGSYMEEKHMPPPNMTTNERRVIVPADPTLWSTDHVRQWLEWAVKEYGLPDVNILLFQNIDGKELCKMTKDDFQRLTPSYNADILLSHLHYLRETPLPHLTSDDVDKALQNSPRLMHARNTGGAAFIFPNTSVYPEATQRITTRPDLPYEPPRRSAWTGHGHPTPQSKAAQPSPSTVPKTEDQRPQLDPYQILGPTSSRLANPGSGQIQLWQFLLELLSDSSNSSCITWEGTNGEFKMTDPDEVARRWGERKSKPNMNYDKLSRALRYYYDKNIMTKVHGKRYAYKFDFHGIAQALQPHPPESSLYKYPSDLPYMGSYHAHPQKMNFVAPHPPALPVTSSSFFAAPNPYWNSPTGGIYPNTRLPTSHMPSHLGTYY
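His-tagged ERG Ets domain (1 uM in the protein solution; 300mM KCl, 50mM Tris-HCl, 1mM EDTA, 1mM DTT, pH 7.5) received compound, then a probe mix of 5 nM fluorescein-DNA and 100nM Texas-615-DNA. Fluorescence polarization was read for both dyes.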
RGS4 inh – inhibitors of human regulator of G protein signaling 4; Transcreener GDP fluorescence polarization, RGS4-accelerated GTP hydrolysis; Potency, µM (doses to about 114 µM), for the others: at the top dose activity change, negative = inhibition, usual class: inhibitors; 390,000 tested, 0.039% active; AID 504845; note: % is set by controls: 0 for no effect and ±100 for the full control effect; nearly all actives have a fitted effect of over 75% in size; some results filed as inactive show a strong effect at the top dose
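MLSMR compounds (23 nl, pin-transferred) preincubated 10 min at room temperature with a 500nM (2x) first reagent, then RGS4 at 900nM (2x) plus Transcreener GDP mix added; fluorescence polarization (620/688 nm) read before and after 90 min at 30 °C.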
GLS inhibitor – inhibitors of human glutaminase (GLS). Potency, µM (titrated, usually from 45.5 µM), without a hit: at the top dose activity change, negative = inhibition, actives largely listed as inhibitors. 410,000 tested, 0.21% active. GLS enzymatic activity, qHTS titration; note: % is set by controls: 0 for no effect and ±100 for the full control effect
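Two-point fluorescence kinetic (t0, 30 min RT) for hKGA; glutamate detected via glutamate oxidase–HRP–Amplex Red. Substrate: 1 mM L-glutamine solution; buffer 45 mM KH2PO4, pH 8.2.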
rTrxR1 inhibitor – inhibitors of rat thioredoxin reductase 1; O89049; recombinant rTrxR1, NADPH fluorescence consumption, selenite substrate; Potency, µM (highest dose often 114 µM), for the others: top-dose activity change, negative = inhibition, usual class: inhibitors; 390,000 tested, 1% active; AID 588453; note: % is set by controls: 0 for no effect and ±100 for the full control effect; nearly all actives have a fitted effect of over 65% in size
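Rat TrxR1 (90 nM in the dispensed reagent) was pre-reduced with 400 uM NADPH for 5 min at room temperature, then incubated with compound for 15 min. After 400 uM selenite was added, NADPH fluorescence (Ex 340/Em 450 nm) was followed for 8 min.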
ALOX12 inh – ALOX12 (human) lipoxygenase inhibition; purified 12hLO, xylenol orange hydroperoxide absorbance; 580,000 tested, 1.1% active; Potency, µM (top dose mostly 108 µM), for inactives: at the top dose activity change, negative = inhibition, most hits filed as inhibitors; P18054; note: % is set by controls: 0 for no effect and ±100 for the full control effect
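Hydroperoxide product was detected by ferrous iron/xylenol orange as the 573 to 405 nm absorbance ratio. Arachidonic acid at 40 uM (final) was turned over for 30 min at room temperature by 150 nM human 12hLO, pH 7.0 Hepes buffer, after 15 min compound preincubation.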
JMJD2A Tudor inh – JMJD2A Tudor domain (human) inhibition; O75164; AlphaScreen JMJD2A-Tudor / H3K4me3 peptide binding; Potency, µM (top dose mostly 114 µM), without a hit: at the highest dose activity change, negative = inhibition, usual class: inhibitors; 390,000 tested, 4.4% active; note: % is set by controls: 0 for no effect and ±100 for the full control effect; nearly all actives have a fitted effect of over 50% in size
HP1b binding inh – inhibitors of HP1-beta chromodomain binding to methylated histone tails; 390,000 tested, 0.56% active; Potency, µM (top dose mostly 114 µM), without a hit: at the highest dose activity change, negative = inhibition, most hits filed as inhibitors; AlphaScreen HP1-beta / biotin-H3K9me3 peptide binding; note: nearly all actives have a fitted effect of over 70% in size; inactives centre near 23
Target sequence (P83916 whole entry, looked up): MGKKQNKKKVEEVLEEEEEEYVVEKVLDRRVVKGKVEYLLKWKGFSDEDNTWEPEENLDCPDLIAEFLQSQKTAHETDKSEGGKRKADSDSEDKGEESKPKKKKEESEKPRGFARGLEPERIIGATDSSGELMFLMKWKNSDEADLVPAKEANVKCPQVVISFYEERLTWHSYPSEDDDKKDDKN
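Compound inhibition of the preformed complex between 50 nM HP1-beta and 50 nM biotinylated H3K9me3 peptide was read by AlphaScreen. Buffer was PBS pH 7.4 with 0.01% Tween-20. Incubations ran 30 min at room temperature, with 10 ug/mL donor/acceptor beads.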
An asterisk follows results filed as active; i = inactive; ? = inconclusive; . = not tested or not shown; & = joins results of further samples; [ ] = remark or other dose. Unless noted, calls come from the whole dose curve; as a rule, active = well fitted curve in the direction sought with a large enough effect; inconclusive = small, poorly fitted or top-dose-only effect, or another doubt; inactive = no such curve, though single readings can be large; an effect the other way counts as inactive or inconclusive. Potency is the fitted concentration of half-maximal effect. An excerpt. The share of hits here may be higher or lower than overall.

Structure	PGK inhibitor	Pin1 inh	ERG-DNA inh	RGS4 inh	GLS inhibitor	rTrxR1 inhibitor	ALOX12 inh	JMJD2A Tudor inh	HP1b binding inh
Cn1c(SCC2CCCO2)nnc1-c1ccncc1 (stereo unspecified)	12%	-3%	-2%	0%	-14%	16%	-13%	-13%	34%[activator]
O=C(CSc1nc(-c2ccccc2)cc(=O)[nH]1)Nc1ccc(Br)cc1	2%	2%	-5%	34%	6%	21%	0%&-7%	-4%	17%
CCOc1ccc(OC(=O)c2cn(-c3cccc(OC)c3)c(=O)c3ccccc23)cc1	1%	2%	0%	-9%	6%	16%[57.1 µM]	-26%	-11%	33%[57 µM]
O=C1C=CC(=O)N1Cc1ccncc1	-8%	?	.	-15%	5%	?	?	-28%	28%
CCN(CC)CCn1c(-c2ccc(C)cc2)nc(=S)c2c1CC(C)(C)OC2	-5%	-2%	0%	-16%	2%	-21%[57.1 µM]	0%	8%	39%
COc1ccc(S(=O)(=O)N2CCOCC2)cc1NC(=O)CN1C(=O)NC2(CCCC2)C1=O	i	-13%	2%	-1%	1%	16%	-15%	4%	41%[activator]
CC(Oc1ccc(Cl)cc1)c1ccnc(N)n1 (stereo unspecified)	-7%	18%	10%	-15%	3%	36%[11.4 µM]	?	-17%	48%[activator]
O=C(CN1CCC(NC(=O)c2ccccc2)CC1)NCc1ccccc1F	12%	-12%	0%	5%	12%	-7%	0%	-14%	15%
Cc1cccc(N(CC(N)=O)C2SC(=O)NC2=O)c1 (stereo unspecified)	-5%	-10%	12%	-6%	13%	1%	2%	-6%	32%
CCCCSc1nnc2n(-c3cccc(C)c3)c(=O)c3c4c(sc3n12)CCCC4	-4%	63%[activator]	0%	8%	7%	-11%	-21%	-11%	34%
O=C(Nc1ccc(S(=O)(=O)N2CCCC2)cc1)C1COc2ccccc2O1 (stereo unspecified)	1%	-1%	-12%	-15%	0%	6%[57.1 µM]	192%[activator]	-4%	39%[activator]
CCc1nnc(NC(=O)C2CCN(C(=O)c3ccccc3C)CC2)s1	14%	-3%	1%	-6%	-1%	-12%	-8%	-6%	25%
Cc1ccc(NC(=O)COC(=O)C(CC(C)C)N2C(=O)C3CC=CCC3C2=O)c(C)c1 (stereo unspecified)	i	-5%	-3%	-16%	1%	28%[0.457 µM]	-19%	-13%	34%
CC(=O)c1c(C)nc(-c2ccc(OCC(=O)Nc3ccccc3)cc2)n1O	-7%	-5%	-5%	-7%	14%	9%	-10%	-19%	25%
CS(=O)(=O)N(CC(=O)O)c1cccc(Cl)c1	0%	-3%	6%	-12%	-7%	4%[57.1 µM]	0%[57.4 µM]	-28%	62%[activator]

Later entries:
Structure	PGK inhibitor	Pin1 inh	ERG-DNA inh	RGS4 inh	GLS inhibitor	rTrxR1 inhibitor	ALOX12 inh	JMJD2A Tudor inh	HP1b binding inh
Cc1cccc(OCCNc2nc3c(c(=O)n(C)c(=O)n3C)n2C)c1	-10%	-2%	3%	-8%	10%	21%[57.1 µM]	?	-4%	17%
CC[n+]1ccccc1/C=C/Nc1ccccc1	-9%	-13%	-4%	23%[56.9 µM]	10%	2%	?	-12%	38%
CC(=O)NC(=O)NC1CSCC1OC(C)=O (stereo unspecified)	i	-1%	5%	1%	2%	17%[57.1 µM]	4%	-7%	31%
CCC[C@H]1COCCS(=O)(=O)N1Cc1ccccc1	5%	0%	-5%	10%	2%	26%[57.1 µM]	-4%	-11%	51%
COCCN(C(C)=O)c1nnc(-c2cnccn2)s1	-4%	-2%	-13%	-4%	-9%	-8%	0%	-2%	39%[activator]
O=C(CSc1nc(-c2ccccc2)cc(=O)[nH]1)NCc1ccc2c(c1)OCO2	2%	3%	4%	9%	1%	-2%	25%	-1%	26%
CCOC(=O)CSC1=C(C#N)C(=O)NC(c2ccc(OC)c(OC)c2)S1 (stereo unspecified)	-4%	2%	-7%	?	13%	?	?	40µM*	?
Cc1cc(C(=O)CN2CC(C)OC(C)C2)c(C)n1-c1ccccc1 (stereo unspecified)	-13%	-2%	6%	-3%	-7%	?	-3%	-29%	14%
CC(=O)Nc1ccc(S(=O)(=O)N2CCN(C(=O)N3CCOCC3)CC2)cc1	-3%	-5%	1%	2%	2%	2%[57.1 µM]	254%[activator]	-6%	29%
Cc1[nH]n(-c2ccccc2)c(=O)c1N=Nc1ccc(C#N)cc1	-7%	-3%	-9%	1%	-4%	17%	-8%	-23%	15%
O=C(c1ccc([N+](=O)[O-])s1)N1CCc2ccccc21	6%	33%[activator]	9%	-8%	13%	5%	17%	-5%	10%
COc1ccc(NC(=O)C2CC(=O)N/C(=N/N=C/c3ccccc3)S2)cc1 (stereo unspecified)	0%	13%	9%	19%	6%	13%	16%	-5%	27%
Cc1oc2c(c(C)cc3oc(=O)c(CC(=O)N[C@@H](CC(C)C)C(=O)O)c(C)c32)c1C	-7%	?	7%	16%	?	5%	-3%	-11%	27%
COc1ccc(-c2ccc(/C=C(\NC(=O)c3ccccc3)C(=O)N3CCOCC3)o2)cc1	i	27%	16%	4%	?	-1%[57.1 µM]	-1%	-23%	-19%
C#CCOc1ccc2c3c(c(=O)oc2c1)CCCC3	-3%	-1%	11%	1%	3%	45%[activator]	-2%	3%	57%[activator]

Further compounds follow.
Structure	PGK inhibitor	Pin1 inh	ERG-DNA inh	RGS4 inh	GLS inhibitor	rTrxR1 inhibitor	ALOX12 inh	JMJD2A Tudor inh	HP1b binding inh
Cc1nc2ccccc2c(=O)n1/N=C/c1ccccc1OC(F)F	8%	2%	-3%	7%	-5%	4%[57.1 µM]	-4%	7%	15%
COc1ccc(-n2cnnc2SCC(=O)Nc2ccc(N3CCOCC3)cc2)cc1	-2%	-1%	1%	3%	29%	-1%	354%[activator]	-24%	11%
CCCCN1CCNC[C@H]1Cc1ccc(O)cc1	-12%	-4%	3%	27%	26%	2%[57.1 µM]	5%	-27%	15%
COc1ccc(CNC(=O)Cn2nc(C)c3nn(-c4ccc(Cl)cc4)c(C)c3c2=O)cc1	i	-2%	-2%	28%	7%	22%[57.1 µM]	-4%	-13%	16%[57 µM]
O=C(/C=C/c1ccco1)NC(=S)Nc1cc(-c2nc3ccccc3s2)ccc1Cl	-10%	22%	8%	-35%	2%	50µM*	?	?	8%
COc1ccccc1Nc1nc(N)nc(CSc2nncn2C)n1	-7%	-4%	-8%	9%	4%	5%	-17%	-11%	15%
COc1ccc(CNC(=O)c2ccc3c(c2)nc2n3CCOC2)c(OC)c1	10%	1%	12%	2%	4%	11%[57.1 µM]	0%	-10%	15%[57 µM]
CSC1=N/C(=C\c2ccc(Cl)cc2)C(=O)N1N(C)C	-9%	-2%	12%	2%	-19%	7%[57.1 µM]	0%	-5%	28%
Cc1nc2ccc(S(=O)(=O)NC(C(=O)Nc3nccs3)C(C)C)cc2s1 (stereo unspecified)	-9%	0%	-2%	-33%	0%	6%	-13%	-12%	73%[activator]
CN(C)/C=C/C(=O)c1ccc(C(F)(F)F)cc1F	6%	-1%	5%	-1%	3%	-5%[57.1 µM]	-11%	-5%	12%
CCN(CC)c1ccc(CNc2nnnn2C)cc1	-1%	-1%	-10%	-4%	8%	25%	-2%	-10%	15%
S=C(Nc1ccccc1)Nc1nc2ccccc2n1CCOc1ccc(Br)cc1	i	-1%	-8%	-6%	-8%	-19%	28µM*	?	-1%
COc1ccc(-c2nc3ncccc3n2O)cc1	-6%	1%	-5%	13%	-1%	7%[57.1 µM]	.	-6%	15%
COc1ccc2c(c1)[nH]c1c(=O)n(/N=C/c3ccc(OC)c(COc4ccccn4)c3)cnc12	-18%	2%	1%	-25%	-13%	9%[57.1 µM]	3%	79µM*	7%
CCc1ccc(-c2nc(-c3cc4ccccc4oc3=O)sc2C)cc1	0%	3%	2%	-13%	13%	10%[57.1 µM]	-11%	13%	41%[activator]

(listing goes on)
Structure	PGK inhibitor	Pin1 inh	ERG-DNA inh	RGS4 inh	GLS inhibitor	rTrxR1 inhibitor	ALOX12 inh	JMJD2A Tudor inh	HP1b binding inh
COc1cccc(C(=O)NCC2CCCN2S(=O)(=O)c2ccccc2)c1 (stereo unspecified)	4%	8%	-4%	-8%	2%	3%[57.1 µM]	-12%	-20%	-20%
NNc1nc2c(Cl)c(Cl)ccc2s1	?	?	-10%	-8%	20%	-10%	?	10µM*	-34%
CCOc1ccc(C(=O)c2cn(CC(=O)Nc3ccc(F)cc3)c3cc4c(cc3c2=O)OCO4)cc1	-6%	5%	-3%	6%	-1%	-2%	-13%	-17%	25%
CCC1(CC(C)C)SC(N)=NC1=O (stereo unspecified)	-9%	-3%	6%	11%	-8%	2%[11.4 µM]	?	-4%	41%[activator]
NS(=O)(=O)c1ccc(CCNC(=O)CNC(=O)c2ccccc2Br)cc1	9%	3%	4%	-1%	-9%	14%	?	-9%	13%
O=C(O)c1cc(C(=O)O)cc(N2C(=O)CSC2=S)c1	-11%	.	30%[activator]	-27%	?	7%	-4%	4%	-8%
C/C(Cc1ccccc1)=N\NC(=O)c1cccnc1	-4%	-2%	.	-18%	16%	-16%	4%	2%	39%[activator]
O=C(COc1ccc(-c2ccccc2)cc1)N/N=C/c1ccccc1Br	-13%	7%	-5%	-12%	-20%	-16%	-2%	-12%	51%[activator]
CCN(CC)c1ccc(/C=N/Nc2nc(C)cc(=O)[nH]2)cc1	6%	-3%	-5%	-41%	-5%	-19%	12%	-25%	-6%
C=CCn1c(SCC(=O)NCc2ccco2)nc2sc(C)c(C)c2c1=O	.	0%	3%	-10%	1%	-5%	10%	-7%	29%
